AmpC inh no detg = blocks E. coli AmpC beta-lactamase in detergent-free assay. P00811. AmpC nitrocefin hydrolysis, absorbance 480 nm, 0.0001% Triton. Potency, µM (doses to about 57.1 µM), inactives show top-dose activity change, negative = inhibition, most hits filed as inhibitors. 0.52% of 330,000 active. AID 485341;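 also: potency is read from the fitted curve at half-maximal effect; plate controls were no compound for no effect and no enzyme for full effect; nearly all actives have a fitted effect of over 20% in size; some results filed as inactive show a strong effect at the top dose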
Target sequence (P00811 whole entry, looked up): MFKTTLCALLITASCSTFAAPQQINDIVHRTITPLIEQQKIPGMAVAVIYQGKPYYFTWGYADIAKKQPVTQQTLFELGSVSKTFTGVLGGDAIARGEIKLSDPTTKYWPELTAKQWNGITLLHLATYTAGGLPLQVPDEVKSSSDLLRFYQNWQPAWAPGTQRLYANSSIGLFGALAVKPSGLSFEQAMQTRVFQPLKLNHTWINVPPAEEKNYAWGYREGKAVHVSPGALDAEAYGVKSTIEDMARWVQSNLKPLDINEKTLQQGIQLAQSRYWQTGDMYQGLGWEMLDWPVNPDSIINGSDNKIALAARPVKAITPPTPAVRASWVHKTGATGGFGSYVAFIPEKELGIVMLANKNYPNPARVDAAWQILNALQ
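20 mM phosphate pH 7.0 + 0.01% (detergent screen) or 0.0001% Triton X-100; 5.3 nM AmpC reagent; cpd preinc 15 min RT; nitrocefin (800 uM stock) to start; A480 q20 s × 4 min; Activity was normalised to no-enzyme and no-compound control wells.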
HCMV inh = inhibitors of human cytomegalovirus | activity change, negative = inhibition, % at 57.5 µM | 4.5% of 410,000 active | HFF cells, HCMV-luciferase reporter, 72 h; active compounds read low; in the data active = activity change below about -60%; inconclusive = no clear call, values can overlap the other calls; inactive = above about -39%
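Two-dose cell screen: HFF monolayers treated with compounds and infected with luciferase-expressing HCMV at 1 PFU/cell, 72 h at 37C, then lysed for luciferase measurement.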
FBPA Giardia inh = blocks Giardia fructose-bisphosphate aldolase activity; A8B2U2; purified Giardia FBPA; Potency, µM (titrated, usually from 59.6 µM), without a hit: at the top dose activity, negative = inhibition, most hits filed as inhibitors; 0.71% of 290,000 active; also: potency is read from the fitted curve at half-maximal effect; nearly all actives have a fitted effect of over 55% in size
Target sequence (A8B2U2 whole entry, looked up): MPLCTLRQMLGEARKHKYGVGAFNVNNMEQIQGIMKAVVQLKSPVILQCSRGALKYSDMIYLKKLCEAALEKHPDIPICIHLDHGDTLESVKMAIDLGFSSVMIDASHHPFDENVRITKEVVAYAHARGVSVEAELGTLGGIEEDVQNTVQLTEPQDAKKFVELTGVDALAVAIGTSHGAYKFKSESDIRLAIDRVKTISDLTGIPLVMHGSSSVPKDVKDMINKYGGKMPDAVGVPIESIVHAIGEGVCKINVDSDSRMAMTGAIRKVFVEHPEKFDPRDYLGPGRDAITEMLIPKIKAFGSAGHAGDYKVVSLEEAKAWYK
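40 nM FBPA preincubated 10 min at RT with compound (up to 57.5 uM final), then substrate plus GAPDH/TPI/NAD/arsenate coupling and diaphorase/resazurin added. Fluorescence read after 20 min at RT, 525/598 nm.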
HCV inh = inhibitors of hepatitis C virus infection; Huh7.5.1 HCVcc-Cre infection, luciferase reporter, 44 h; Potency, µM (top dose mostly 41.8 µM), inactives show at the highest dose activity change, negative = inhibition, actives largely listed as inhibitors; 3.4% of 340,000 active; AID 651820; also: potency is read from the fitted curve at half-maximal effect
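Cells seeded at 1,000/well and cultured 4 h, then compounds added followed by HCVcc-Cre virus (~0.5 moi). After 44 h further culture, luciferase substrate was added, plates held 15 min at room temperature, and luminescence read for 15 sec.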
Sm TGR block = S. mansoni TGR enzyme inhibition | 3% of 360,000 active | Potency, µM (doses to about 114 µM), for inactives: at the highest dose activity change, negative = inhibition, most hits filed as inhibitors | Q962Y6 | purified TGR, DTNB reduction, TNB absorbance 405 nm; also: potency is read from the fitted curve at half-maximal effect; nearly all actives have a fitted effect of over 60% in size
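TGR 20 nM + NADPH 100 uM (dispensed conc.), cpd preinc 15 min RT; start with NADPH (500 uM addition) then DTNB (15 mM addition). Kinetic TNB absorbance, 405 nm filter. Four-parameter Hill fit across titration.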
AmpC detergent = inhibitors of E. coli AmpC beta-lactamase with detergent | P00811 | AmpC hydrolysis of nitrocefin, absorbance 480 nm, 0.01% Triton | Potency, µM (top dose mostly 114 µM), for inactives: top-dose activity change, negative = inhibition, most hits filed as inhibitors | 0.041% of 370,000 active | AID 485294;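 also: potency is read from the fitted curve at half-maximal effect; 0% = no-compound wells and -100% = no-enzyme wells; nearly all actives have a fitted effect of over 25% in size; some results filed as inactive show a strong effect at the top dose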
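20 mM phosphate pH 7.0 + 0.01% (detergent screen) or 0.0001% Triton X-100; 5.3 nM AmpC reagent; cpd preinc 15 min RT; nitrocefin (800 uM stock) to start; A480 q20 s × 4 min; Activity was normalised to no-enzyme and no-compound control wells.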
* marks the source's active call; other numbers are inactive results; ? = inconclusive; . = not tested or not shown; [ ] = remark or other dose. Unless noted, calls follow the shape of the dose curve; as a rule, active = well fitted curve in the direction sought with a large enough effect; inconclusive = small, poorly fitted or top-dose-only effect, or another doubt; inactive = no such curve, though single readings can be large; an effect the other way counts as inactive or inconclusive. Unless noted, % is scaled to controls: 0 for no effect and ±100 for the full control effect.

SMILES | AmpC inh no detg | HCMV inh | FBPA Giardia inh | HCV inh | Sm TGR block | AmpC detergent
CN(C)C(=O)CCc1ccc2c3c([nH]c2c1)[C@]1(CCc2ccccc2)[C@@H](C(=O)N2CCCCC2)C[C@H](CC(=O)NCCCn2ccnc2)C(=O)N1CC3 | 213%[activator] | 21 | . | -9%[8.37 µM] | . | .
Cn1cc(C(=O)NCCN2CCN(c3cccc(Cl)c3)CC2)c2c3ccccc3n(C)c2c1=O | 1% | -8 | -2% | 1% | -9% | ?
CCOc1ccccc1CNC(=O)c1ccc2nc(Cc3ccc(OC)cc3)oc2c1 | . | -32 | . | . | -2% | -7%
N#C/C(=C\c1ccc[nH]1)C(=O)Nc1ccccc1[N+](=O)[O-] | -27% | 10 | . | 0% | -25% | 0%
O=C(NCc1ccc2c(c1)OCO2)c1cc(S(=O)(=O)N2CCCCC2)ccc1F | -19% | -18 | 3% | -17% | 0% | -10%
Oc1c(CN2CCN(c3ccc(F)cc3)CC2)cc(Cl)c2cccnc12 | -43% | -102* | 28% | 3.5µM* | -17% | -11%
COc1ccc(N2CCN(C(=O)CCc3ccc(S(=O)(=O)NCC(C)C)cc3)CC2)cc1 | 61%[activator] | 14 | -4% | ? | 2% | -5%
Cc1ccc(NC(=O)C2CC2c2ccccc2)cc1 (centres undefined) | -30% | -17 | 4% | -4% | 3% | -2%
O=C(COC(=O)c1cnccn1)Nc1ccc(Cl)cn1 | -8% | -16 | . | 14% | -35% | -12%
COc1nc(OC)nc(N2CCC(C(=O)NCc3cccs3)CC2)n1 | -32% | -24 | 0% | 7% | 3% | -3%
c1ccc(-c2onc(-c3ccco3)c2-c2ccc3[nH]ccc3c2)cc1 | -39% | ? | -16% | ? | 45µM* | ?
CCN(C(=O)COC(=O)/C=C/c1ccccc1)C1CCCCC1 | -7%[11.4 µM] | 19 | 8% | 8% | 5% | -1%
CCOc1ccc(CCNC(=O)C2CCN(C(=O)N(C)C)CC2)cc1OCC | -2% | -12 | -4% | -6% | 7% | 0%
O=C1c2cc(N3CCCC3)c([N+](=O)[O-])cc2C(=O)N1c1ccccc1 | 1% | -5 | 7% | 23% | -2% | -13%
Cc1cccc(C)c1NC(=O)C(=O)NCc1ccccn1 | -22% | 9 | . | 0% | 11% | -1%
COc1ccc(CNS(=O)(=O)c2ccc(-n3cnnn3)c(C)c2)cc1 | -4% | -23 | . | 11% | 2% | -1%
O=C(CCC(=O)NC1CC1)Nc1nnc(C2CCCCC2)s1 | -21% | 47 | 7% | 14% | 3% | -7%
O=C(NCC1CCCN(Cc2cccc(F)c2)C1)c1cccc2ccccc12 (centres undefined) | 25% | 4 | 8% | -29% | 77% | -4%
CN(C#N)c1nc(Cl)nc(Nc2cccc(Cl)c2)n1 | -30% | -28 | 0% | ? | -18% | -9%
CCN(C(=O)Cn1cnc2c1c(=O)n(C)c(=O)n2C)C1CCCCC1 | -15% | 0 | . | -10% | -1% | -6%
CC(=O)N/C(=C\c1ccccc1)C(=O)OCc1ccc(C)cc1 | 21% | 13 | . | -19% | 2% | -9%
O=S(=O)(c1ccc(Br)s1)N1CCN(c2cccc(C(F)(F)F)c2)CC1 | . | 0 | . | . | 4% | 19%
CCOC(=O)c1[nH]c(C)c(C(=O)/C=C/c2ccc(C(=O)O)cc2)c1C | -27% | -34 | -19% | -9% | -6% | -13%
Cc1ccc(S(=O)(=O)NCCc2nc3ccccc3[nH]2)cc1 | -19% | -17 | -13% | 21% | 0% | 2%
Cc1nc(SCC(=O)Nc2cc(C)on2)c2c(=O)n(C)c(=O)n(C)c2n1 | 0% | -9 | 9% | 10% | -9% | -4%
CCNC(=O)c1cc(Cl)ccc1OC | -47% | 9 | 12% | 7% | -2% | 2%
COc1cccc(N2CCN(c3ncnc4c3cnn4-c3ccc(C)cc3C)CC2)c1 | 43% | -97* | -8% | 3.5µM* | -1% | -4%
CSc1ccc(/C=C(/NC(=O)c2ccco2)C(=O)NCc2ccco2)cc1 | -1% | 18 | . | ? | 0% | -5%
COc1ccc2cc(C(=O)N(C)CC(=O)Nc3ccccc3Br)ccc2c1 | -1% | 95 | . | 5% | -9% | -19%
COc1ccc(C2=NN(C(=O)c3ccccc3)C(c3ccccc3)C2)c(O)c1 (centres undefined) | -21% | -7 | 10% | -13% | -5% | -5%
CN(/C(=N/S(=O)(=O)c1cccs1)c1ccccc1)c1ccccc1 | -6% | 44 | 0% | 16% | -5% | -9%
CC(=O)N1c2ccc(S(=O)(=O)N3CCCC(C(=O)N4CCC(C)CC4)C3)cc2CC1C (centres undefined) | 159%[activator] | ? | 8% | 11µM* | 6% | -4%
COc1ccc(-c2nc(CN3CCC(C(=O)N4CCOCC4)CC3)c(C)o2)cc1OC | 2% | 1 | . | 0% | -2% | -1%
O=C(O)c1ccccc1C(=O)N(Cc1ccccc1)Cc1ccccc1 | -43% | 4 | 27% | 9% | 2% | -15%
COc1cc2c3cc1Oc1cc(ccc1O)C[C@@H]1c4c(cc(OC)c(O)c4Oc4cccc(c4)C[C@@H]3N(C)CC2)CC[N+]1(C)C | 8% | ? | . | -4% | -25% | -20%
COC(=O)c1c(NC(=O)c2ccco2)sc(C(=O)Nc2ccc(F)cc2)c1C | -18% | 95 | 2% | ? | 0% | -10%
COc1ccc(CN2CCN(Cc3cn(C)nc3-c3ccccc3)CC2CCO)c(C)c1C (centres undefined) | 23% | -26 | -3% | -4% | . | 5%
COc1ccccc1NC(=O)Nc1nnc(Cc2ccc(F)cc2)s1 | -21% | -6 | 8% | -27% | -6% | -6%
O=S(=O)(NCCc1ccccc1)c1ccc(N2CCCCS2(=O)=O)cc1 | . | -33 | . | . | 5% | 3%
O=C(CC1NCCNC1=O)Nc1ccc(Cl)c(Cl)c1 (centres undefined) | -11% | 10 | 2% | 10% | 3% | -8%
CO/C=C/C#CC1(O)CCN(C)CC1 | -15% | -2 | 0% | 6% | -12% | ?
COc1ccc(-c2ccc(N)[n+](CCCC(=O)O)n2)cc1 | . | 14 | -2% | 11% | . | .
CC1Cn2c(nnc2-c2cccc(N)c2)S1 (centres undefined) | -14% | 31 | 4% | 12% | -12% | ?
CCOC(=O)c1ccccc1NC(=O)CN(c1cccc(OC)c1)S(C)(=O)=O | 66%[activator] | 3 | -1% | -6% | -17% | -11%
Cc1ccc(-c2nc(-c3cccs3)c(-c3cccs3)[nH]2)cc1 | . | -16 | . | . | -1% | 20%
CC(C)NC(=O)c1cc2nc(-c3ccco3)cc(C(F)(F)F)n2n1 | 23% | ? | 3% | -5% | 0% | -1%
CCc1ccc(S(=O)(=O)c2cn(CC(=O)Nc3cccc(C)c3)c3ccc(Cl)cc3c2=O)cc1 | . | -4 | . | . | 0% | 5%
COc1ccc(CN(C)C(=O)c2cccc(Oc3ccccc3)c2)c(OC)c1OC | 82%[activator] | ? | -1% | ? | -1% | -13%
O=C(NC(Cc1cccc(F)c1)C(=O)O)C1CCCCC1 (centres undefined) | -4% | -4 | . | 2.8µM* | 4% | 6%
COc1ccccc1-c1nnc(C2CCN(C(=O)c3ccccc3C)CC2)o1 | . | -10 | . | . | 3% | 9%
CCN(CC)CCNC(=O)c1ccc2c(=O)n3nc(Nc4ccccc4)sc3nc2c1 | . | -91* | . | . | 0% | -3%
CSCCC(NC(=O)COc1ccccc1)C(=O)N(C)Cc1ccc(SC)cc1 (centres undefined) | 36% | -5 | . | ? | 3% | ?
COc1ccc(-c2nnc(SCC(=O)NC(=O)Cc3ccccc3)n2C)cc1 | -27% | -6 | . | -6% | -23% | -11%
COc1cc(C=O)ccc1OS(=O)(=O)c1ccc(NC(C)=O)cc1 | -22% | -18 | -2% | 10% | -17% | ?
CC(C)NC(=O)c1ccccc1NC(=O)C1CCCO1 (centres undefined) | -10% | -5 | 3% | -6% | -22% | 5%
CCN1C(=O)[C@H]2[C@@H](c3ccc(-c4cccc(Cl)c4)c(OC)c3)N[C@@](C)(C(=O)OC)[C@H]2C1=O | 155%[activator] | 12 | . | -1% | ? | -5%
Cc1nn2cc(-c3ccccc3)nc2[nH]c1=O | -16% | -11 | -20% | 6% | 8% | -4%
O=c1nc(Nc2ccc(OCc3ccccc3)cc2)sc2ncccc12 | -11% | -88* | 1% | -1% | 4% | -12%
COc1cc(/C=C\C(=O)NCc2ccc3c(c2)cc(C)n3C)cc(OC)c1OC | 36% | 12 | -8% | 5%[8.37 µM] | 5% | -1%
O=C(NCC1CCCO1)c1cnn2c1NC(c1ccccc1)CC2C(F)(F)F (centres undefined) | 62%[activator] | 39 | 2% | -3% | 6% | 1%

Grouped by structure: those above with a CF3 group (3)
SMILES | AmpC inh no detg | HCMV inh | FBPA Giardia inh | HCV inh | Sm TGR block | AmpC detergent
O=S(=O)(c1ccc(Br)s1)N1CCN(c2cccc(C(F)(F)F)c2)CC1 | . | 0 | . | . | 4% | 19%
CC(C)NC(=O)c1cc2nc(-c3ccco3)cc(C(F)(F)F)n2n1 | 23% | ? | 3% | -5% | 0% | -1%
O=C(NCC1CCCO1)c1cnn2c1NC(c1ccccc1)CC2C(F)(F)F (centres undefined) | 62%[activator] | 39 | 2% | -3% | 6% | 1%

(further entries)
SMILES | AmpC inh no detg | HCMV inh | FBPA Giardia inh | HCV inh | Sm TGR block | AmpC detergent
O=C(COC(=O)c1ccccc1)Nc1ccc2[nH]c(=O)[nH]c2c1 | ? | -4 | . | -3%[8.37 µM] | -6% | ?
CCOc1ccc(-c2nc(SCC(=O)c3ccccc3)n[nH]2)cc1 | . | 0 | . | . | -3% | 0%
COc1cc2c(cc1OC)C(c1ccccc1OC(C)C)CC(=O)N2 (centres undefined) | -25% | 84 | -6% | -17% | -6% | -11%
Cc1ccc(NC(=O)CSc2n[nH]c(N)n2)cc1S(=O)(=O)N1CCOCC1 | -27% | -17 | 3% | 7% | 1% | -8%
COc1ccc(CC(=O)NCC2CCCN(Cc3cccc(C(F)(F)F)c3)C2)cc1 (centres undefined) | 44% | 7 | 2% | 22% | -15% | ?
O=[N+]([O-])c1ccc2nc(CCCc3nc4ccc([N+](=O)[O-])cc4[nH]3)[nH]c2c1 | -32% | -13 | 0% | -3% | . | -7%
CC1(c2ccc(Cl)cc2)NC(=O)N(CC(=O)N2CCc3ccccc32)C1=O (centres undefined) | -19% | 16 | . | -10% | . | .
Cc1[nH]c(=O)[nH]c(=O)c1NS(=O)(=O)c1ccc2c(c1)CCCC2 | -16% | -12 | 3% | -6% | -1% | 7%
NS(=O)(=O)c1ccc(N=Nc2ccc(O)c3ncccc23)cc1 | ? | -97* | ? | 3.5µM* | 56µM* | -6%
CCn1ncc(Br)c1C(=O)Nc1ccc(Cl)cn1 | ? | -65* | 2% | 15% | -13% | 0%
O=c1c2ccccc2nc(N2CCN(c3cccc(Cl)c3)CC2)n1-c1ccccc1 | . | 37 | . | . | 2% | -1%
Cc1ccc(-c2n[nH]c(=S)n2/N=C/c2sccc2C)cc1 | -38% | -4 | 5% | -17% | 1% | -1%

2 entries picked at random from the list so far, as already listed:
SMILES | AmpC inh no detg | HCMV inh | FBPA Giardia inh | HCV inh | Sm TGR block | AmpC detergent
CCOc1ccc(-c2nc(SCC(=O)c3ccccc3)n[nH]2)cc1 | . | 0 | . | . | -3% | 0%
CC1(c2ccc(Cl)cc2)NC(=O)N(CC(=O)N2CCc3ccccc32)C1=O (centres undefined) | -19% | 16 | . | -10% | . | .
